Bioassay records from PubChem.
TDP1 inh: TDP1 (human) enzyme inhibition; Q9NUW8; recombinant TDP1, AlphaScreen DNA substrate cleavage; Potency, µM (highest dose often 130 µM), without a hit: top-dose activity change, negative = inhibition, usual class: inhibitors; 0.28% of 350,000 active; further: nearly all actives have a fitted effect of over 40% in size
Target sequence (Q9NUW8 whole entry, looked up): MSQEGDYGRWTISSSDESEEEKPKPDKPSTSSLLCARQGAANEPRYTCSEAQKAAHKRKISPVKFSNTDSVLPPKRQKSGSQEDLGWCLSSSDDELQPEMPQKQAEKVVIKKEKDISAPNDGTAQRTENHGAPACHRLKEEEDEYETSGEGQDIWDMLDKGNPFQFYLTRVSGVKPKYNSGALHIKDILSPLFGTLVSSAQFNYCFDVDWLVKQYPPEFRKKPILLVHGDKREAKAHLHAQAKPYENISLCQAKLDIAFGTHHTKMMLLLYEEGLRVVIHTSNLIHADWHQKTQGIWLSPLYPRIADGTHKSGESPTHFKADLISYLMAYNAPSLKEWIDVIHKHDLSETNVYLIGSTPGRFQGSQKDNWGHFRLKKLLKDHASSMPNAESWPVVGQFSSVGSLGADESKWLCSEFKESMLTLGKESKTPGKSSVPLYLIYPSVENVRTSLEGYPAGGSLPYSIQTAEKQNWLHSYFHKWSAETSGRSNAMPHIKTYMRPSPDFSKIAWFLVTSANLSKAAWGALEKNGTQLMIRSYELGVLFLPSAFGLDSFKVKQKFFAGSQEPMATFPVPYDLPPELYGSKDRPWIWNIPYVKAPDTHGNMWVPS
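AlphaScreen read-out: signal falls as enzyme removes the 3' tyrosine-FITC from a 5'-biotinylated DNA oligo (15 nM, 5 min, RT). Enzyme was E. coli-made recombinant Tdp1 at 1 nM, exposed to compound for 15 min beforehand; beads 10 ug/ml, 10 min.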
TDP1 cell noCPT: qHTS for Inhibitors of human tyrosyl-DNA phosphodiesterase 1 (TDP1): qHTS in cells in absence of CPT; DT40 Tdp1-/- hTDP1 cells, no CPT, ATP luminescence, 48 h; Potency, µM (titrated, usually from 46.2 µM), for inactives: at the highest dose activity change, negative = growth inhibition, actives largely listed as inhibitors; 15% of 420,000 active; further: nearly all actives have a fitted effect of over 55% in size
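No-CPT arm: Tdp1-/-;hTDP1 DT40 cells (400/well) plus compounds, incubated ≥48 hr at 37 °C. Readout CellTiter-Glo luminescence.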
TDP1 cell CPT: growth inhibition of DT40 Tdp1-/-;hTDP1 cells with camptothecin (screen for TDP1 inhibitors); 12% of 420,000 active; Potency, µM (doses to about 46.2 µM), without a hit: top-dose activity change, negative = growth inhibition, most hits filed as inhibitors; chicken DT40 Tdp1-/-;hTDP1 cells + 20 nM CPT, ATP luminescence, 48 h; further: nearly all actives have a fitted effect of over 55% in size
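Chicken DT40 Tdp1-/- cells complemented with human TDP1, 400 cells/well, exposed to compounds plus 20 nM camptothecin for at least 48 h at 37 C; viability read as ATP content by CellTiter-Glo luminescence.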
An asterisk follows results filed as active; ? = inconclusive; . = no result given; & = joins results of further samples; [ ] = dose if it differs, or a comment. The call rests on the fitted dose curve; in most records, active means well fitted curve in the direction sought with a large enough effect; inconclusive means small, poorly fitted or top-dose-only effect, or another doubt; inactive means no such curve, though single readings can be large; an effect the other way counts as inactive or inconclusive. On the % scale 0 is the no-effect control and ±100 the full control effect; potency means the concentration at half of the fitted maximal effect.

SMILES	TDP1 inh	TDP1 cell noCPT	TDP1 cell CPT
O=C(C1CCN(S(=O)(=O)c2ccc(Cl)cc2)CC1)N1CCN(c2ccccn2)CC1	2%	-9%	-11%
COc1ccc(C2=CC(=O)N(Nc3ccccc3)C2=O)cc1	-3%	21µM*	18µM*
CC(=O)c1cc2c(cc1NC(=O)c1cccc(S(=O)(=O)N3CCN(C)CC3)c1)OCO2	3%	-5%	-5%
CC1CCN(C(=O)c2ccc3c(Cl)c4c(nc3c2)CCCC4)CC1	-1%	?	-12%
COc1ccc(-c2noc(-c3ccc(NCc4ccco4)c([N+](=O)[O-])c3)n2)cc1OC	6%	9.2µM*	13µM*
CCC(=O)Nc1nnc(S(=O)(=O)N2c3ccccc3CC2C)s1 (configuration not stated)	8%	-16%&21%	12%&7%
COc1cc(OC)c2c(-c3cccc(-c4ccoc4)c3)cc(=O)oc2c1	1%[56.1 µM]	?	?
O=C(COC(=O)CCC(=O)c1cccs1)NC1CC1	3%	0%	0%
Cc1cc(C)c(Cn2c(C)c(CNCCCc3ccccc3)c(C(=O)O)c2C)c(C)c1	3%	23µM*	?
CCCCn1c(N)c(N(CCOC)C(=O)c2ccc(-c3cccc(C(F)(F)F)c3)o2)c(=O)[nH]c1=O	-19%	-24%	1%
CC(=O)N1N=C(c2ccncc2)OC12CCCC2	6%	-9%	-7%
CCC(Oc1ccccc1)C(=O)Nc1cc(Cl)ccc1-n1cncn1 (configuration not stated)	11%	-20%	-18%

Compound profiles (already shown):
CC(=O)c1cc2c(cc1NC(=O)c1cccc(S(=O)(=O)N3CCN(C)CC3)c1)OCO2 is entered as TDP1 inh = 3%; TDP1 cell noCPT = -5%; TDP1 cell CPT = -5%
COc1cc(OC)c2c(-c3cccc(-c4ccoc4)c3)cc(=O)oc2c1 is entered as TDP1 inh = 1%[56.1 µM]; TDP1 cell noCPT = ?; TDP1 cell CPT = ?

Later entries:
SMILES	TDP1 inh	TDP1 cell noCPT	TDP1 cell CPT
Cc1cccc(-c2noc(CNS(=O)(=O)c3ccccc3)n2)c1	2%[56.1 µM]	5%	4%
Cc1ccccc1NC(=O)Cn1c(=O)n(CCCCC(=O)NCc2ccccc2Cl)c(=O)c2ccccc21	4%	?	-29%
CCCCN1/C(=C/c2ccc3ccccc3[n+]2CC)Sc2ccccc21	2%	0.23µM*	0.26µM*
O=C(COC(=O)CCCNC(=O)c1ccc(Cl)cc1)Nc1ccc(Br)cc1	1%	-2%	-9%
CNC(=O)CSc1nccn1Cc1ccc(Cl)cc1	8%	?	?
COc1cccc(OC)c1OCCOCCN1CCN(C)CC1	.	1%	12%
Cc1cccc(-c2ccc(O)cc2CN2CCN(c3ncc(Cc4ccccc4)cn3)CC2)c1	.	21µM*	?
CCCCNc1nc2ccccc2n1CC(=O)Nc1ccc2c(c1)OCCO2	-1%	?	?
COc1nc(Nc2ccc(-c3nc4ccccc4o3)cc2)nc(N2CCOCC2)n1	.	-54%	-61%
COCOc1ccc(C=O)cc1OCOC	.	-11%	3%
COC(=O)c1ccccc1-n1c(C)nc(=O)c(-c2ccccc2)c1C	.	0%	5%
Cc1ccc(S(=O)(=O)CCC(=O)Nc2ccccc2Cl)cc1	.	-11%	-9%

Later entries
SMILES	TDP1 inh	TDP1 cell noCPT	TDP1 cell CPT
Cc1ccc(S(=O)(=O)N2CCc3cc(C(=O)Nc4c(C)cccc4C(C)C)ccc32)cc1	-2%	?	?
COc1ccc(N(CC(=O)N2CCN(c3cccc(C)c3C)CC2)S(=O)(=O)c2c(C)noc2C)cc1	4%&0%	16µM*	21µM*
CCC(=O)Oc1ccc(-c2nc(-c3cccnc3)no2)cc1	2%	-7%	-30%
CS(=O)(=O)Cc1ccc(C(=O)NC2CCN(Cc3ccccc3)C2)cc1 (configuration not stated)	9%	-2%	-22%
COc1ccc2cc3cc(C(=O)NCc4ccccn4)oc3nc2c1	-6%	-12%	-2%
Cc1ccc(NS(=O)(=O)c2cc3[nH]c(=O)c(=O)[nH]c3cc2C)cc1Cl	-2%	-22%	1%
CCc1nnc(NC(=O)c2ccc(S(=O)(=O)N(CCOC)CCOC)cc2)s1	3%	-5%	-5%
CC(=O)Nc1ccc(NC(=O)CN(c2cccc(C(C)=O)c2)S(C)(=O)=O)cc1	1%	-5%	9%
COCCCNC(=O)CNC(=S)N(Cc1ccc(F)cc1)C1CCCCC1	4%	-19%	?
COc1cccc(C(=O)Nc2c(C(=O)NC(C)(C)C)oc3ccccc23)c1	-2%	?	18µM*
Fc1ccccc1C1c2cccn2CCN1C(=S)Nc1ccc(Br)cc1 (configuration not stated)	5%	?	21µM*
Cc1ccc(CNC(=O)CS(=O)Cc2nc(-c3ccccc3F)oc2C)cc1 (configuration not stated)	5%	14%	-19%

New compounds follow:
SMILES	TDP1 inh	TDP1 cell noCPT	TDP1 cell CPT
CCOC(=O)c1ccccc1NC(=O)Cn1nnc2sc3c(c2c1=O)CCCC3	0%	1%	-15%
O=[N+]([O-])c1cc([N+](=O)[O-])c2nonc2c1Nc1ccccc1O	.	?	?
CC(Sc1nc2ccc(C(=O)c3ccccc3)cc2[nH]1)C(=O)O (configuration not stated)	5%	0%	5%
COC1CCN(C(=O)c2ccc(OC3CCN(Cc4ccccn4)CC3)cc2)CC1	3%	-22%	9%
O=C1NC(=S)N/C1=C/c1ccc2ccccc2c1	4%	-21%	4%
CC(C)OC(=O)c1cc(C(=O)OC(C)C)cc([N+](=O)[O-])c1	.	-7%[92.5 µM]	5%[92.5 µM]
NC(=O)c1nsc(C(=O)N(Cc2ccc(F)cc2)C(C(=O)NCC2CCCO2)c2ccc(F)cc2)c1N (configuration not stated)	5%	?	?
COC(C(=O)N1CCC(n2nccc2NC(=O)C2CC2)CC1)c1ccccc1 (configuration not stated)	2%	14%	12%
CCSC1=NSC2=NC(=O)/C(=C\c3coc4ccccc4c3=O)C(=N)N12	-5%	?	0%
c1csc(-c2nc(NCCCN3CCOCC3)c3ccccc3n2)c1	6%	?	?
O=c1c2ccccc2c(C=Nc2cccc(O)c2)c(O)n1-c1ccc2c(c1)OCO2	-8%	12µM*	6.5µM*
Cc1cc(-c2ccc(F)cc2)n2ncc(-c3ccccc3)c2n1	.	-19%	?

Later entries:
SMILES	TDP1 inh	TDP1 cell noCPT	TDP1 cell CPT
Cc1c(C)n(Cc2ccc(Cl)cc2)c2ccc(C(=O)NCCCN3CCOCC3)cc12	12%	18µM*	23µM*
Cc1ccc(C(=O)NCc2ccc(N3CCN(C(=O)OC(C)(C)C)CC3)cc2)cc1	4%	?	-15%
CC1CCN(c2ccccc2NC(=O)c2ccc(Br)o2)CC1	8%	?	16µM*
O=C(Nc1nnc(C2CC2)s1)c1ccc(S(=O)(=O)c2ccccc2)cc1	4%	-8%	-27%
C=CCn1c(-c2oc3nc(-c4ccccc4)cc(-c4ccccc4)c3c2N)n[nH]c1=S	10%	?	?
COC(=O)[C@@]12C[C@@H](CC(=O)NCC34CC5CC(CC(C5)C3)C4)C(=O)N(Cc3cccc4ccccc34)C1=CCC(C)(C)C2	.	?	?
O=C(CCCl)N1c2ccccc2C=Cc2ccccc21	.	15µM*	?
COc1ccc(N=C2SCC(c3ccccc3)=NN2C)cc1	6%	?	?
N#CCCn1cc(C(=O)O)c(-c2cc3ccccc3o2)n1	.	4%	0%
CCc1ccccc1NC(=O)NCc1cccnc1	4%	9%	1%
CCN1CCN(CCC(=O)Nc2ccc(C)cc2)CC1	.	15%	-4%
CCC12OC(=N)C(C#N)(C1C)C(C#N)(C#N)C(c1ccccc1)O2 (configuration not stated)	2%	-1%	5%

Following part
SMILES	TDP1 inh	TDP1 cell noCPT	TDP1 cell CPT
COc1ccc(/C(N)=N/OC(=O)Cc2cccs2)cc1OC	3%	?	-16%
Cc1ccc(-c2nnc(Nc3cccc(O)c3)c3ccccc23)cc1S(=O)(=O)NCC1CCCO1 (configuration not stated)	.	23µM*	?
Cc1ccc(-c2nc3c(c(SCC(=O)N4CCCC4)n2)COC(C)(C)C3)cc1	.	?	?
Cc1ccc(S(=O)(=O)N2CCC(=O)N([C@H](COCc3ccc(Cl)cc3)Cc3ccccc3)CC2)cc1	-1%	?	?
CCCCCCn1c(=O)[nH]c2c(c1=O)CCC2	.	1%	11%
CC1=C(C#N)C2C(/C1=N/O)C2(C)C (configuration not stated)	5%	-13%	6%
O=C(Nc1ccccc1)c1ccccc1C(=O)N1CCCCC1	0%	-7%	-6%
Cc1ccc(C(=O)Nc2ccc3oc(-c4ccncc4)nc3c2)c(Cl)c1	.	?	-30%
CCCCn1nnnc1SCC(=O)N1CCN(C(=O)c2ccco2)CC1	2%	-6%	-2%
CC(=O)Nc1ccc(N2C(=O)CC(N3CCN(Cc4ccc5c(c4)OCO5)CC3)C2=O)cc1 (configuration not stated)	-8%[56.1 µM]	-10%	-29%
COCCCN1C(=O)C(CC(=O)NC2CCCCC2)CC(C(=O)N(C)C)=C1C (configuration not stated)	.	-13%	0%
NC(=S)NN=C1CCCCCCCCCC1	.	10µM*	3.7µM*

(next part)
SMILES	TDP1 inh	TDP1 cell noCPT	TDP1 cell CPT
CCOc1ccc(C2OC34CCCCC3C(C#N)(C#N)C2(C#N)C(=N)O4)cc1OC (configuration not stated)	-5%	16µM*	13µM*
COc1cccc(NC(=O)c2cnc[nH]2)c1	.	15%	-1%
CN(C(=O)c1ccc(S(=O)(=O)N2CCCCC2)cc1)C1CCS(=O)(=O)C1 (configuration not stated)	.	-2%	-26%
COc1ccc(-c2nc3ncccn3c2Br)cc1	3%	9%	-2%
O=C(COc1ccccc1)NCC(=O)N1CCCC(C(F)(F)F)C1 (configuration not stated)	.	-6%	-7%
Cc1ccc(C)c(CNC(=O)c2ccc3c(c2)nc2n3CCC(C)C2)c1 (configuration not stated)	8%	21µM*	?
COc1ccc(S(=O)(=O)Nc2ccc(Nc3ccccc3)cc2)cc1	.	?	21µM*
CC1CCC(NC(=O)COC(=O)CCC(=O)c2ccc(Cl)s2)CC1 (configuration not stated)	0%	-10%	-5%
O=C(O)c1ccc(/C=N\Nc2ccc(S(=O)(=O)N3CCOCC3)cc2[N+](=O)[O-])cc1	4%	11%	-12%
COc1ccc(S(=O)(=O)Nc2ccc(C)cc2)cc1OC	2%	-13%	-7%
O=C(/C=C\c1cn(-c2ccccc2)nc1-c1ccccc1)Nc1nccs1	3%	?	15µM*
Cc1ccc(S(=O)(=O)/N=C(/Nc2c(C)n(C)n(-c3ccccc3)c2=O)c2ccc(Cl)cc2)cc1	4%	-12%	-25%

Following part.
SMILES	TDP1 inh	TDP1 cell noCPT	TDP1 cell CPT
COCCNc1ncnc2ccc(-c3ccccc3C(F)(F)F)cc12	.	21µM*	13µM*
CCOP(=O)(c1ccc(N(C)C)cc1)C(O)c1ccc(OC)cc1 (configuration not stated)	.	-5%	-2%
Cn1c(=O)[nH]c(=O)c2c1nc(Br)n2C/C=N/Nc1ccccc1	7%	-14%	-28%
C/C(=N/Nc1cc(-c2ccccc2)nc(-c2ccccc2)n1)c1ccc(O)cc1	-6%	13µM*	16µM*
O=C(Cn1ccc(=O)[nH]c1=O)Nc1ccc(C(=O)O)c(O)c1	6%	0%	-6%
Cc1cccc(NC2=NC(C)(C)N=C(N)N2)c1C	4%	-5%	12%
CCOC(=O)CCCCC(=O)c1[nH]c(=O)[nH]c1C[n+]1ccc(C)cc1	-3%	11%	8%
CN1CCN(C(=O)CC2C(=O)NCCN2Cc2ccc(-c3ccccc3)cc2)CC1 (configuration not stated)	.	5%	20%
CCN(CCO)c1cc(Cl)nc(SC)n1	5%	?	-13%

4 entries picked at random from the list so far, as already listed:
SMILES	TDP1 inh	TDP1 cell noCPT	TDP1 cell CPT
CCOC(=O)CCCCC(=O)c1[nH]c(=O)[nH]c1C[n+]1ccc(C)cc1	-3%	11%	8%
CN1CCN(C(=O)CC2C(=O)NCCN2Cc2ccc(-c3ccccc3)cc2)CC1 (configuration not stated)	.	5%	20%
CCN(CCO)c1cc(Cl)nc(SC)n1	5%	?	-13%
C/C(=N/Nc1cc(-c2ccccc2)nc(-c2ccccc2)n1)c1ccc(O)cc1	-6%	13µM*	16µM*
